# TcdB inh: TcdB glycohydrolase inhibition | AID 652162 | inhibition, % at 9.99 µM | actives 0.24% (n = 350,000) | P18177 | TcdB glycohydrolase enzymatic assay, plate reader; in the data active = inhibition above about 10%
# Y pestis TopoI: blocks Yersinia pestis topoisomerase I activity; activity, % at 10 µM; actives 0.064% (n = 360,000); Y. pestis Topo-I cleavage product accumulation, plate reader; in the data active = activity above about 50%, passing the limit was not always enough; also: inactives centre near 2
# GDH-TPI inh: inhibits GDH-TPI coupling enzymes, artifact for Mtb FBA screen. actives 1.2% (n = 360,000). inhibition, % at 4.8 µM. AID 588335. GDH-TPI coupled enzyme counterscreen, NADH absorbance; in the data active = inhibition above about 30%;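 also: 0% = DMSO wells and 100% = wells lacking the enzyme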
# Mtb BioA inh: blocks M. tuberculosis BioA enzyme activity; purified M. tuberculosis BioA enzyme, plate reader; inhibition, % at 9.99 µM; actives 0.096% (n = 360,000); AID 602481; in the data active = inhibition above about 40%
# FBA Mtb inh: Mtb fructose-bisphosphate aldolase inhibition. purified M. tuberculosis FBA, fluorescence read-out. inhibition, % at 1 µM. AID 588726. actives 2.3% (n = 360,000). P9WQA3; in the data active = inhibition above about 27%;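 also: 0% = vehicle and 100% = reference inhibitor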
# Mtb UGM inh: Mtb UDP-galactopyranose mutase inhibition | P9WIQ1 | purified UGM, fluorescence polarization probe displacement | inhibition, % at 10 µM | actives 0.06% (n = 320,000) | AID 504406; in the data active = inhibition above about 10%, passing the limit was not always enough
# BH1578 lux ind: quorum light induction in luxS cqsA deficient V. cholerae. V. cholerae BH1578 lux reporter, luminescence, 6 h. activation, % at 18.7 µM. actives 0.16% (n = 350,000); in the data active = activation mostly above about 9.7%, no sharp cut-off; also: not every result past the cut was called active; inactives centre near 0; reference of the scale not given here
# PfHsp40 yeast: rescue of PfHsp40-mediated yeast toxicity; S. cerevisiae expressing PfHsp40, growth rescue, ATP luminescence; actives 0.68% (n = 340,000); growth rescue, % at 12.5 µM; in the data active = growth rescue above about 28%, passing the limit was not always enough;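 also: yeast W303a lacking pdr1 and pdr3 grown in galactose medium; growth measured after three days at 30 °C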
# FadD28 FP inh: M. tuberculosis FadD28 bisubstrate binding inhibition | FadD28 bisubstrate probe binding, fluorescence polarization | actives 0.22% (n = 360,000) | AID 588549 | inhibition, % at 12.5 µM; in the data active = inhibition above about 8.5%, passing the limit was not always enough
# The depositor's hits bear a star; i = inactive; · = no result given.
1) Clc1ccccc1C1=CC(c2ccco2)n2ncnc2N1 (stereo unspecified)
2) CC(C)C(=O)Nc1ccc(NC(=O)c2ccc([N+](=O)[O-])cc2Cl)cc1
3) Cc1cc(C)c(C(=O)N2CCCC(CNC(=O)C3(c4ccc(Cl)cc4)CC3)C2)c(=O)[nH]1 (stereo unspecified)
4) Cc1cccc(N2CCN(C(c3cccs3)c3nnnn3C(C)(C)C)CC2)c1C (stereo unspecified)
5) COc1ccc(NC(=O)Nc2ccccn2)cc1OC
6) O=C(NCc1ccc(OC(F)(F)F)cc1)c1cccc2c1C(=O)c1ccc(N3CCC(Cc4ccccc4)CC3)cc1S2(=O)=O
7) O=C(NNC(=S)Nc1ccc(Br)cc1)c1ccccc1
8) O=C(CNC(=O)c1ccccc1)N/N=C/c1cccs1
Assay by compound,1,2,3,4,5,6,7,8
Mtb BioA inh,·,2.0,·,-0.5,·,-2.0,2.1,·
FadD28 FP inh,-1.8,-4.5,-0.6,0.2,-1.3,-1.6,1.5,-1.8
BH1578 lux ind,-0.8,1.6,i,5.0,i,-1.4,-0.5,i
TcdB inh,6.1,0.6,1.3,·,1.0,1.9,-0.9,-0.1
Y pestis TopoI,7,-1,3,-11,-2,3,-3,-4
GDH-TPI inh,14,-5,0,9,7,3,6,-1
FBA Mtb inh,35*,-1,-3,2,0,0,0,-2
PfHsp40 yeast,3.0,-1.6,-1.8,3.5,0.0,-0.2,-0.2,0.2
Mtb UGM inh,-3.3,-0.6,2.8,2.7,-1.4,9.0,3.8,-2.2

9) CCOC(=O)c1ccc(-c2ccc3oc(-c4ccsc4)cc(=O)c3c2)cc1F
10) O=C1C(=Cc2ccncc2)CCCc2ccccc21
11) O=C1CC(N2CCCc3ccccc32)C(=O)N1c1ccccc1Cl (stereo unspecified)
12) CSCCNC(=O)C1(C)CCN1C(=O)CCc1ccccc1 (stereo unspecified)
13) COc1ccc(N=C2C=CC(=O)O2)cc1
14) O=S(=O)(Cc1cnc(Cl)s1)c1ccccc1
15) CCCCC(=O)Nc1ccc(NC(=O)CCCC)nc1
16) O=C(Nc1ncc(Cc2ccccc2)s1)c1cccs1
Assay by compound,9,10,11,12,13,14,15,16
Mtb BioA inh,1.2,0.5,-1.7,-0.3,-0.3,1.9,-2.9,0.5
FadD28 FP inh,-3.4,0.8,-1.1,0.4,-2.9,-2.9,0.5,-9.6
BH1578 lux ind,i,i,-0.6,-0.3,i,-0.5,-0.8,-0.3
TcdB inh,-2.7,0.0,·,0.6,2.1,·,·,·
Y pestis TopoI,-2,13,-4,-4,2,-2,0,1
GDH-TPI inh,5,6,2,11,0,-3,1,3
FBA Mtb inh,-1,-1,-2,0,-4,-2,-5,2
PfHsp40 yeast,-0.3,·,-0.8,·,0.8,0.0,0.0,0.7
Mtb UGM inh,2.9,·,-1.5,·,·,-1.3,1.1,-4.1

17) COC(=O)c1cccc(NC(=S)N2CCN(c3ccccc3F)CC2)c1
18) O=C(CSc1nnc(COc2ccc(Cl)cc2)o1)N1CCN(c2ccccc2)CC1
19) CCOC(=O)C1=C(C)NC2=C(C(=O)CC(C)(C)C2)C1c1coc2ccccc2c1=O (stereo unspecified)
20) CC(C)CCn1c(C(C)O)nc2ccccc21 (stereo unspecified)
21) Fc1ccc(-c2nnsc2Sc2ccccn2)cc1
22) NC(=O)C1CCN(C(=O)c2cnn(-c3ccccc3)c2NC(=O)c2ccco2)CC1
23) CCCN(CCC)CCCNC(=O)C(NS(=O)(=O)c1ccc2c(c1)CCC(=O)N2)c1ccccc1 (stereo unspecified)
24) CCc1ccc(OCC(=O)NCC(c2ccc(Cl)cc2)N2CCCCC2)cc1 (stereo unspecified)
Assay by compound,17,18,19,20,21,22,23,24
Mtb BioA inh,0.5,-1.8,2.3,0.8,·,-0.1,·,0.9
FadD28 FP inh,-2.4,0.2,-4.4,-3.5,-0.9,-3.9,-0.5,-0.5
BH1578 lux ind,-0.4,-0.4,i,-0.2,-0.7,-1.0,-0.2,-0.2
TcdB inh,0.2,0.9,·,·,1.1,·,-0.3,1.7
Y pestis TopoI,-8,19,8,-2,2,-1,-2,47
GDH-TPI inh,4,10,9,-3,9,12,0,7
FBA Mtb inh,1,2,1,-1,-1,2,1,-2
PfHsp40 yeast,0.2,-0.8,-1.2,0.2,·,-0.1,-0.6,0.3
Mtb UGM inh,-1.1,-2.9,3.5,1.4,1.4,2.4,0.9,0.8

# The closing 2 compounds of the section before open the next one:
23) CCCN(CCC)CCCNC(=O)C(NS(=O)(=O)c1ccc2c(c1)CCC(=O)N2)c1ccccc1 (stereo unspecified)
24) CCc1ccc(OCC(=O)NCC(c2ccc(Cl)cc2)N2CCCCC2)cc1 (stereo unspecified)
25) CN1CCN(c2ncnc3c2ncn3[C@H]2CN(Cc3ccc4c(c3)OCO4)C[C@@H](CO)O2)CC1
26) Cc1ccc(S(=O)(=O)N(Cc2ccccc2)c2ccccc2C(=O)Nc2ccccc2C(=O)NCc2ccco2)cc1
27) CCCCN1CCNC[C@@H]1Cc1ccc(O)cc1
28) Cc1ccc(CNC(=O)C2CCN(S(=O)(=O)c3ccc4c(c3)CC(C)N4C(=O)C3CC3)CC2)cc1 (stereo unspecified)
29) Cc1cccc(OCc2nnc(SCC(=O)c3cccs3)n2C)c1C
30) Cc1ccc(/C=C2\C(=O)NC(=O)N(CCc3ccc(F)cc3)C2=O)o1
31) CCOc1ccccc1NC(=S)N1CCCCCC1
32) CN1CCN(C(=O)/C=C/c2ccc([N+](=O)[O-])cc2)CC1
Assay by compound,23,24,25,26,27,28,29,30,31,32
Mtb BioA inh,·,0.9,-0.2,·,-1.8,-1.0,19,·,-0.9,2.7
FadD28 FP inh,-0.5,-0.5,-2.2,-3.5,-1.6,-3.1,-0.8,2.9,0.6,-3.3
BH1578 lux ind,-0.2,-0.2,i,-0.7,-0.8,i,-0.3,i,i,-1.8
TcdB inh,-0.3,1.7,0.7,0.8,-0.4,1.5,1.4,1.1,-0.2,1.9
Y pestis TopoI,-2,47,-3,17,0,26,-1,0,2,-7
GDH-TPI inh,0,7,7,15,10,2,-14,8,-2,11
FBA Mtb inh,1,-2,5,-3,4,0,-3,1,-2,-5
PfHsp40 yeast,-0.6,0.3,·,1.4,-0.3,0.9,-1.2,1.7,-1.6,-0.3
Mtb UGM inh,0.9,0.8,·,-0.5,-0.8,3.3,-3.4,1.2,-2.4,0.8

33) CC(=C/c1ccco1)/C=N/N1CCN(c2ccccc2)CC1
34) O=C1NCCCC1C(=O)Nc1cccc(C(F)(F)F)c1 (stereo unspecified)
35) CN(C(=O)C1CCC(=O)N(Cc2ccccc2F)C1)C1CCOCC1 (stereo unspecified)
36) COc1ccc(-c2cc(C(=O)N3CCCC3)c3ccccc3n2)cc1
37) CC(=O)c1ccc(NC(=O)C2CCN(S(=O)(=O)c3ccc4c(c3)N(C(C)=O)CCO4)CC2)cc1
38) CCOC(=O)C1CCCN(C2=NC(=O)/C(=C/c3ccc(O)c(OCC)c3)S2)C1 (stereo unspecified)
39) Cc1cccc(NC(=O)CSCc2c(C)noc2C)c1C
40) CN(Cc1ccccc1)C(=O)Cn1nnc(-c2ccccc2)c1COc1ccccc1
Assay by compound,33,34,35,36,37,38,39,40
Mtb BioA inh,-4.3,-2.0,-0.4,-1.6,12,-9.2,-1.0,-1.2
FadD28 FP inh,0.2,-2.3,·,0.1,1.7,-1.1,-0.3,-2.3
BH1578 lux ind,-0.4,i,0.7,i,-0.2,-18,-0.2,-0.2
TcdB inh,·,·,1.8,-1.3,0.9,1.4,·,2.9
Y pestis TopoI,-3,0,7,14,16,9,-5,26
GDH-TPI inh,29,9,-4,14,10,22,-1,5
FBA Mtb inh,0,-6,0,148*,1,-6,-1,3
PfHsp40 yeast,0.0,0.0,-0.9,-0.7,2.1,0.5,-1.2,·
Mtb UGM inh,2.1,·,1.3,-0.4,1.7,0.5,-0.1,·

41) CCn1c(SCC(=O)NC(=O)NCc2ccco2)nc2sc(C)c(C)c2c1=O
42) COc1ccccc1N1CCN(c2nc(C)cc(C)c2C#N)CC1
43) Cc1coc2c(C)c3oc(=O)c(CCC(=O)NCCN4CCOCC4)c(C)c3cc12
44) C/C(NC(=O)c1ccccc1)=C1/C(=O)CC2C1C2(C)C (stereo unspecified)
45) Cc1ccnc2nc(C(=O)OCC(=O)c3ccc(NC(=O)CC(C)C)cc3)nn12
46) CCOC(=O)N1CCN(Cc2nc(N)nc(Nc3ccc(OC)cc3)n2)CC1
47) CCCN(CC(=O)Nc1ccccc1C)C(=O)c1cc(=O)[nH]c2ccccc12
48) Cc1cccc(N(CC(=O)NC2CCCC2)C(=O)c2nsc(Cl)c2Cl)c1C
Assay by compound,41,42,43,44,45,46,47,48
Mtb BioA inh,0.1,0.1,-0.8,1.2,-0.7,-0.4,·,·
FadD28 FP inh,-3.5,-1.7,-1.7,-3.2,-0.4,-3.4,-0.3,-0.4
BH1578 lux ind,i,-0.3,-0.7,-0.5,i,-0.3,i,i
TcdB inh,·,0.7,0.4,·,-0.1,0.2,3.4,1.7
Y pestis TopoI,0,15,12,8,4,-9,7,11
GDH-TPI inh,-6,11,23,7,12,3,1,0
FBA Mtb inh,3,-2,16,-2,0,-5,6,-1
PfHsp40 yeast,0.2,0.1,-2.1,1.5,-0.7,-0.2,-1.5,1.4
Mtb UGM inh,0.1,-0.1,0.8,-0.2,3.0,0.7,1.6,-0.6

49) CCc1nc2ccc(C(=O)Nc3cccc(NS(C)(=O)=O)c3)cn2c1N(CCC(C)C)CCN(C)C
50) CCCCCC1NC(=O)NC1CCCCCC(=O)O (stereo unspecified)
51) O=C(COc1ccccc1Cl)Nc1ccc(Cl)cn1
52) O=C(c1cnn2c(C(F)F)cc(C3CC3)nc12)N1CCOCC1
53) CSc1nc2sc3c(c2c(=O)[nH]1)CCc1ccccc1-3
54) Fc1ccc(Nc2nc(N3CCOCC3)c3ccccc3n2)cc1
55) CCOC(=O)C1=C(O)c2ccccc2C(=O)/C1=C\c1ccc(C)cc1
56) COc1ccccc1CC(NC(C)=O)C(=O)NC1CCN(c2nnnn2-c2ccccc2)CC1 (stereo unspecified)
57) Cc1ccc(N2C(=O)N(CC(=O)N3CCc4ccccc43)C(=O)C2C)cc1 (stereo unspecified)
Assay by compound,49,50,51,52,53,54,55,56,57
Mtb BioA inh,0.5,1.2,-2.3,-1.5,·,-1.1,-1.4,0.6,0.4
FadD28 FP inh,-1.9,0.6,-4.1,-1.1,-0.2,-0.3,-0.1,-0.8,-3.0
BH1578 lux ind,-0.4,-0.2,i,-0.4,i,-0.1,-0.1,0.1,-0.3
TcdB inh,0.8,·,·,·,0.6,·,·,·,0.8
Y pestis TopoI,-22,0,17,0,4,3,-8,-10,-4
GDH-TPI inh,11,4,-9,4,12,24,2,-4,2
FBA Mtb inh,4,-3,0,-1,1,1,-2,-5,-1
PfHsp40 yeast,·,-0.6,-0.4,1.3,-0.3,8.2,1.0,-0.1,·
Mtb UGM inh,·,4.8,0.7,-2.1,-1.9,-1.7,-1.2,0.9,·

# Structures from the list above that have an aryl methoxy group:
5) COc1ccc(NC(=O)Nc2ccccn2)cc1OC
13) COc1ccc(N=C2C=CC(=O)O2)cc1
36) COc1ccc(-c2cc(C(=O)N3CCCC3)c3ccccc3n2)cc1
42) COc1ccccc1N1CCN(c2nc(C)cc(C)c2C#N)CC1
46) CCOC(=O)N1CCN(Cc2nc(N)nc(Nc3ccc(OC)cc3)n2)CC1
56) COc1ccccc1CC(NC(C)=O)C(=O)NC1CCN(c2nnnn2-c2ccccc2)CC1 (stereo unspecified)
Assay by compound,5,13,36,42,46,56
Mtb BioA inh,·,-0.3,-1.6,0.1,-0.4,0.6
FadD28 FP inh,-1.3,-2.9,0.1,-1.7,-3.4,-0.8
BH1578 lux ind,i,i,i,-0.3,-0.3,0.1
TcdB inh,1.0,2.1,-1.3,0.7,0.2,·
Y pestis TopoI,-2,2,14,15,-9,-10
GDH-TPI inh,7,0,14,11,3,-4
FBA Mtb inh,0,-4,148*,-2,-5,-5
PfHsp40 yeast,0.0,0.8,-0.7,0.1,-0.2,-0.1
Mtb UGM inh,-1.4,·,-0.4,-0.1,0.7,0.9
